Screening results as filed in PubChem BioAssay.
GPR151 activ: activators of human GPR151; PathHunter beta-arrestin GPR151 cells, luminescence; activation, % at 11.2 µM; 650,000 tested, 1% active; AID 1508602; in the data active means activation above about 4.9%;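 further: 0% = median of compound wells and 100% = cells with positive control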
TEAD-YAP block: TEAD-YAP interaction inhibition | HEK-TIYL cells, TEAD-Gal4/YAP UAS-luciferase luminescence | inhibition, % at 9.12 µM | 640,000 tested, 1.4% active | AID 1259422; in the data active means inhibition above about 32%;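 further: 0% = median of test compound wells and 100% = reference inhibitor wells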
FBW7 act: human FBW7 E3 ligase activation, primary screen | Q969H0 | AlphaScreen FBW7–phospho-cyclin E peptide binding, activator screen | normalized activity (activation), % at 26.1 µM | 650,000 tested, 0.13% active | AID 1259310; in the data active means normalized activity above about 1.9%;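 further: purified mutant Fbw7 with reduced substrate affinity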
Target sequence (Q969H0 whole entry, looked up): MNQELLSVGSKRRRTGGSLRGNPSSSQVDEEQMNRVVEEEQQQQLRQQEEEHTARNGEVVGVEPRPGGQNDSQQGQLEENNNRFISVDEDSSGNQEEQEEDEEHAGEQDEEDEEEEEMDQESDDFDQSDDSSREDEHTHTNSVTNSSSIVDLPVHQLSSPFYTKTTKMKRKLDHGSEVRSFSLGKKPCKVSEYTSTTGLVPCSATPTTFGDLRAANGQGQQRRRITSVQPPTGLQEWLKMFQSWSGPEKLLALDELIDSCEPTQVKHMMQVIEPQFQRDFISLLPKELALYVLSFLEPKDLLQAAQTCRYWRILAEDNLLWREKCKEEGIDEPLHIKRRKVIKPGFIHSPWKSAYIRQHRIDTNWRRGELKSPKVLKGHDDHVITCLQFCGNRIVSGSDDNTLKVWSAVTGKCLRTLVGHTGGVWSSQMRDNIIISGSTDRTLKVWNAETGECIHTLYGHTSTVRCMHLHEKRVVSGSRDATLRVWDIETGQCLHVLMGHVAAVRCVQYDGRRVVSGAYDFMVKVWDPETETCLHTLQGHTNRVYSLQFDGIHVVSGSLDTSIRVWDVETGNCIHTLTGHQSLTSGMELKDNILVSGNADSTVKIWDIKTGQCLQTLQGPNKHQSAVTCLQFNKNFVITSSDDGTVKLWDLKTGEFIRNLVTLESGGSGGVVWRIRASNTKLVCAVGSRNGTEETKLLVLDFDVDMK
MITF primary: human MITF inhibition, primary screen | O75030 | 650,000 tested, 0.91% active | AID 1259374 | inhibition, % at 2.6 µM | AlphaScreen MITF homodimerization, bead proximity signal; in the data active means inhibition above about 50%;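 further: 0% = vehicle wells with protein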
Active calls of the source: *.

mol | TEAD-YAP block | MITF primary | GPR151 activ | FBW7 act
Cc1ccc(S(=O)(=O)NCC(c2cccnc2)N2CCN(c3ccccc3)CC2)cc1 (stereo unspecified) | -9 | -43 | 0.6 | 0.0
O=C1c2cccc(F)c2C(=O)N1c1ccc(-c2nc3ccccc3o2)cc1 | -32 | 5 | -1.2 | -0.2
COc1ccc(CCNc2ncnc3nc(N4CCc5ccccc5C4)[nH]c23)cc1 | 1 | 16 | -2.2 | -0.1
CN1C(=O)c2ccc(C(=O)Nc3ccc(Cl)cc3C(=O)O)cc2C1=O | 3 | 1 | 0.8 | 0.0
O=C(CCCC(=O)OCC(=O)c1ccc(F)cc1)NC1CCCCC1 | 4 | 30 | 0.2 | -0.1
Cc1sc2nc(C)n(C3CCN(C(=O)C4CCCC4)CC3)c(=O)c2c1C | 3 | 3 | 0.7 | 0.0
CC(C(=O)N1CCOCC1)(c1ccccc1)c1ccccc1 | -3 | -12 | 0.0 | -0.2
COc1cc(/C=c2\sc3nc4ccccc4n3c2=O)cc([N+](=O)[O-])c1O | 2 | 7 | -0.9 | 0.1
COC(=O)c1cccc(NC(=O)COc2cccc(C)c2C)c1 | -36 | -9 | 0.4 | 0.1
COc1cc2c(cc1OC)C(C(=O)N1CCCC1)C(c1cccnc1)N(C)C2=O (stereo unspecified) | -3 | -7 | 0.7 | 0.0
N#Cc1c(NC(=O)Cn2c(=O)cnc3ccccc32)sc2c1CCCCC2 | 6 | -3 | 1.7 | 0.3
CCOc1ccc(-n2c(=S)sc3c(=O)n(-c4ccccc4)c(SCC(=O)NC4CCCCC4)nc32)cc1 | 1 | 6 | 0.6 | 0.2
O=C(c1cccnc1)N1CCN(Cc2ccco2)CC1 | 2 | 53* | 0.6 | 0.0
c1ccc2[nH]c(CNc3nc(N4CCC(N5CCOCC5)CC4)nc4c3ncn4-c3ccsc3)nc2c1 | 54* | 4 | -0.2 | -0.1
O=S(=O)(Nc1ccccn1)c1ccc(Br)cc1Br | 7 | 12 | -1.2 | 0.5
CS(=O)(=O)Nc1ccccc1C(=O)Nc1ccc(Br)cc1 | 1 | -2 | 0.4 | 0.0
CCOC(=O)c1ccc(NC(=S)NS(=O)(=O)c2ccc(OCC)cc2)cc1 | -4 | 12 | -1.4 | 0.0
Cc1ccc(-c2noc(CN(C(=O)COc3ccccc3)C(C)C)n2)cc1 | -12 | 7 | 0.7 | 0.2
CCn1c(=O)c(C(=O)NNC(=O)c2ccccc2[N+](=O)[O-])c(O)c2ccccc21 | 2 | 4 | -0.5 | 0.0
CC(=O)Nc1nnc(SCc2ccc(Cl)c(Cl)c2)s1 | -1 | -8 | 2.7 | -0.3

Grouped by structure, the compounds so far with fluorine.
mol | TEAD-YAP block | MITF primary | GPR151 activ | FBW7 act
O=C1c2cccc(F)c2C(=O)N1c1ccc(-c2nc3ccccc3o2)cc1 | -32 | 5 | -1.2 | -0.2
O=C(CCCC(=O)OCC(=O)c1ccc(F)cc1)NC1CCCCC1 | 4 | 30 | 0.2 | -0.1

(listing goes on)
mol | TEAD-YAP block | MITF primary | GPR151 activ | FBW7 act
COC(=O)c1cc(C(=O)NCc2ccc(OC)cc2)cc([N+](=O)[O-])c1 | 7 | 3 | 0.9 | 0.1
c1ccc(Cc2nnc3sc(-c4ccco4)nn23)cc1 | -16 | 1 | 3.5 | -0.1
O=C(CN1C(=O)COc2ccccc21)NCCN1CCCC1 | -1 | -4 | 1.1 | -0.2
CCC[C@@H]1NC(=O)[C@H]2CN(C(=O)Oc3ccc(Cl)cc3)CCN2C1=O | -17 | -7 | -0.4 | -0.1
COc1ccc(C(=O)N/C(=C\c2ccc(-c3cccc([N+](=O)[O-])c3)o2)C(=O)NC(C)C)cc1 | 4 | 11 | 1.9 | -0.1
COc1ccccc1NC(=O)CSc1nc2[nH]ncc2c(=O)n1-c1ccc(C)c(C)c1 | -3 | 5 | 0.4 | 0.0
COC(=O)c1ccc(C(=O)OC)c(NC(=O)c2cc3cc(Cl)ccc3oc2=O)c1 | -13 | -4 | -0.9 | 0.0
O=C(NC1CCCC1)c1ccc(N2CCC(NCc3ccc4nsnc4c3)CC2)cc1 | 0 | -13 | 1.6 | -0.1
Oc1cccc(/C=N/Nc2nnc3c(n2)[nH]c2ccccc23)c1 | -28 | 9 | 1.7 | 0.1
CCOc1ccc(C2=NN3C(C2)c2cccc(OCC)c2OC3c2ccc(F)c(F)c2)cc1 (stereo unspecified) | 3 | 3 | -1.1 | 0.0

An excerpt from the list above:
mol | TEAD-YAP block | MITF primary | GPR151 activ | FBW7 act
COC(=O)c1cc(C(=O)NCc2ccc(OC)cc2)cc([N+](=O)[O-])c1 | 7 | 3 | 0.9 | 0.1
c1ccc(Cc2nnc3sc(-c4ccco4)nn23)cc1 | -16 | 1 | 3.5 | -0.1
O=C(CN1C(=O)COc2ccccc21)NCCN1CCCC1 | -1 | -4 | 1.1 | -0.2

Next results.
mol | TEAD-YAP block | MITF primary | GPR151 activ | FBW7 act
CCOCCCN1C(=O)C2C(C(=O)Nc3cccc(C)c3)C3C=CC2(O3)C1C(=O)NC1CCCC(C)C1C (stereo unspecified) | 3 | -3 | 0.5 | 0.0
Cc1cccn(C(=O)c2ccc3c(c2)OCO3)c1=NC(=O)c1ccc2c(c1)OCO2 | -13 | 14 | 3.2 | -0.1
CC(O)c1cccc(N/C=C/C(=O)c2ccc(Cl)cc2)c1 (stereo unspecified) | -22 | 11 | 0.1 | 0.3
O=C(CSc1cc(N2CCN(c3ccccc3F)CC2)ncn1)NCc1cccs1 | 13 | 7 | 2.7 | 0.0
O=C(CSc1nnc(-c2ccc([N+](=O)[O-])cc2)n1-c1ccccc1)Nc1nccs1 | 18 | 15 | 4.1 | 0.0
c1ccc(CCn2nnnc2CN2CCCC3(CCCCC3)C2)cc1 | 5 | 17 | -0.8 | 1.0
CCC1(C)NC(=O)N(CC(=O)Nc2cc(F)ccc2F)C1=O (stereo unspecified) | 9 | -5 | -1.0 | 0.4
CCc1ccccc1NC(=O)c1ccc(F)c(S(=O)(=O)N2CCN(c3ccccc3F)CC2)c1 | -12 | 0 | -1.0 | -0.1
Cc1ccc(NC(=O)CN2CCCC2)c(Br)c1 | -42 | -8 | -2.3 | 0.0
Cc1ccc(CNS(=O)(=O)c2cc(C(=O)Nc3ccc(Cl)c(Cl)c3)ccc2F)cc1 | 0 | 15 | -1.3 | 0.7
O=C1CCCC2=C1C(c1ccc(F)cc1)n1c(nc3ccccc31)N2 (stereo unspecified) | 8 | -3 | -0.2 | 0.0
Cc1ncn(-c2ccc(Nc3ncc4cccc(-c5cccc(N6CCOCC6)c5)c4n3)cc2)n1 | 39* | 16 | 0.4 | 0.0
Cc1ccc(S(=O)(=O)C2(C(=O)N3CCCC3)CC2)cc1 | 1 | -8 | 0.2 | 0.1
Cc1cc(C)cc(N=C2NC(=O)/C(=C\c3ccc(-c4ccc(C)cc4Br)o3)S2)c1 | 10 | 9 | 0.1 | 0.1
COc1cccc(CNC(=O)CN(C)c2nnc(N3CCCC3=O)s2)c1 | -8 | -3 | -1.2 | 0.4
COC(=O)c1cccc(N2C(=O)c3ccc(Oc4cccc([N+](=O)[O-])c4)cc3C2=O)c1 | 5 | 12 | -1.3 | 0.2
O=C(CSc1ccc2c(c1)OCCO2)c1c[nH]c2ccccc12 | -42 | -14 | -1.1 | 0.0
COc1cccc(-c2cnc(NCc3cccc(F)c3)n2C)c1 | 45* | 44 | -0.2 | 0.2
CCCN1CCc2nnc(CNC(=O)C3CCCN(C)C3)n2CC1 (stereo unspecified) | -4 | -18 | 0.2 | 0.0
COc1ccc(C2c3c(-c4ccccc4O)n[nH]c3C(=O)N2CC2CCCO2)cc1OC (stereo unspecified) | 3 | 3 | -1.4 | 0.5
Cc1ccc(NC(=O)Cn2nnc(-c3ccccc3NC(=O)c3cccc(F)c3)n2)cc1 | 1 | 9 | -0.6 | 0.0
CCn1c2ccccc2c2cc(/C=N/n3c(C)nnc3C)ccc21 | 22 | 8 | 0.7 | 1.5
COC(=O)c1ccc(CN2CCC(NCCc3ccccn3)CC2)cc1 | -2 | -8 | 1.4 | 0.0
Cc1cccc2cc(CN(CCCO)Cc3nnnn3C3CCCC3)c(=O)[nH]c12 | 3 | 0 | -0.4 | 0.1
CCCC(=O)N1CCN(c2ccc([N+](=O)[O-])c(N3CCCCC3)c2)CC1 | 24 | 12 | 0.3 | 0.7
Cn1ncc2c(Nc3cccc(Cl)c3)nc(N3CCN(CCO)CC3)nc21 | 6 | 12 | -0.8 | 0.1
COCCNC(=O)c1cccc(OC2CCN(Cc3cnc(SC)nc3)CC2)c1 | 3 | 12 | 7.9* | 0.0
COc1cccc2c(N3CC(C)OC(C)C3)nc(C(Cl)(Cl)Cl)nc12 (stereo unspecified) | 12 | 21 | -0.6 | 0.2
COc1ccc(NS(=O)(=O)c2cc(NC(=O)CNC(C)=O)ccc2N2CCCC2)cc1 | 39* | -2 | -0.5 | -0.1
NC(=O)c1c(NC(=O)c2cc(Cl)ccc2[N+](=O)[O-])sc2c1CCCC2 | 8 | 9 | -1.2 | 0.1

Looked up above.
FBW7 act with `Cc1ccc(S(=O)(=O)NCC(c2cccnc2)N2CCN(c3ccccc3)CC2)cc1` (stereo unspecified) reads 0.0
MITF primary with `NC(=O)c1c(NC(=O)c2cc(Cl)ccc2[N+](=O)[O-])sc2c1CCCC2` reads 9

Later entries:
mol | TEAD-YAP block | MITF primary | GPR151 activ | FBW7 act
CC(=O)C(C(C)=O)c1cc(Nc2cccc(C)c2)c2c3c(onc13)-c1ccccc1C2=O | 7 | 6 | -1.4 | -0.1
COc1ccc(Cl)cc1N=CC1=C(O)c2ccccc2C1=O | -14 | -1 | 3.5 | 0.1
Cc1ccc(C)c(NC(=O)CC(NCCO)C(=O)O)c1 (stereo unspecified) | 7 | -23 | 0.0 | 0.0
COc1ccc(-c2noc(CNC(=O)c3ccccc3)n2)cc1 | 6 | 6 | 1.1 | 0.3
O=C(CNC(=O)C(c1ccccc1)c1ccccc1)N/N=C/c1ccc(O)c([N+](=O)[O-])c1 | -1 | -11 | -0.5 | 0.0
CNC(=O)CSc1nnc(-c2cccnc2)n1Cc1ccccc1 | -6 | -24 | 0.5 | 1.0
COc1ccc(Cl)cc1NC(=O)CCCOc1cc(=O)n(C)c2ccccc12 | -6 | 1 | 0.7 | 0.0
CCc1ccc2oc(-c3cccc(NC(=O)c4ccc(F)cc4)c3)nc2c1 | -12 | 13 | 0.7 | 0.8
Cc1nc2c(c(C)nn2-c2ccccc2)c(C)c1CCC(=O)NCc1ccco1 | -1 | 9 | -0.5 | -0.1
O=C(NC(=S)Nc1ccc(I)cc1)c1cccnc1 | -3 | 1 | -0.1 | -0.1

2 compounds drawn at random from those above:
mol | TEAD-YAP block | MITF primary | GPR151 activ | FBW7 act
O=C(CNC(=O)C(c1ccccc1)c1ccccc1)N/N=C/c1ccc(O)c([N+](=O)[O-])c1 | -1 | -11 | -0.5 | 0.0
COc1ccc(-c2noc(CNC(=O)c3ccccc3)n2)cc1 | 6 | 6 | 1.1 | 0.3

More entries follow:
mol | TEAD-YAP block | MITF primary | GPR151 activ | FBW7 act
CSc1ccc(C2C3=C(CCCC3=O)NC3=C2C(=O)CCC3)cc1 | 6 | -3 | 0.7 | 0.0
Cc1ccccc1CNCc1c(C(=O)O)c(C)n(Cc2c(F)cccc2Cl)c1C | 2 | 2 | 0.1 | 0.0
Cc1noc(C(=O)N2CCCC2)c1Cl | 1 | 0 | 1.2 | 0.0
Cc1ccc(NC(=O)N[C@H]2C[C@H]3C(=O)N[C@H](CO)C(=O)N3C2)cc1Cl | 8 | 7 | 0.1 | 0.2
CC(C)(C)c1cc(Br)cc(C=O)c1O | -5 | 33 | -1.2 | -0.1
CCOC(CNC(=O)c1ccc2c(c1)nc(C)n2-c1ccc(OC)cc1)OCC | 0 | 1 | -1.2 | 0.0
c1csc(CNc2c3c(nc4ncnn24)CCC3)c1 | -6 | -1 | 1.0 | 0.2
Cc1ccc(-c2ccc(/C=N/NC(=O)c3nonc3N)o2)cc1Cl | 5 | 15 | 1.4 | 0.0
CCOc1ccc(-n2c(CNC(=O)c3ccc(OC)cc3)nnc2SCC(=O)N2N=C(c3cccs3)CC2c2ccc(F)cc2)cc1 (stereo unspecified) | 4 | -3 | -1.0 | 0.0
CCCN(CCC)C(=O)CN(C)S(=O)(=O)c1ccc2c(c1)c(=O)n(C)c(=O)n2C | -21 | 5 | 0.5 | 0.2
COC(=O)C1=C(N)N(c2cccc(C)c2)C2=C(C(=O)CCC2)C1c1ccc2c(c1)OCO2 (stereo unspecified) | -10 | 4 | -0.6 | 0.0
Fc1ccc(OCCN2CCN(c3ccc4cccc(-c5cncnc5)c4n3)CC2)cc1 | 10 | 9 | -0.6 | 0.3
CCSc1nc2n(n1)C(c1ccccc1[N+](=O)[O-])C1=C(CCCC1=O)N2 (stereo unspecified) | -4 | -1 | -0.3 | 0.2
CC1(C)Oc2ccc(C(=O)NC3CC3)cc2N(Cc2ccccc2)C1=O | 12 | -22 | 0.6 | -0.1
CNCCCNC(=O)/C(=N\O)c1ccccn1 | -2 | 19 | -1.7 | 0.2
CCc1ccccc1NC(=O)CN(c1ccc2c(c1)OCO2)S(C)(=O)=O | 2 | 14 | 0.1 | 0.3
COc1ccc(/C(O)=C2/C(=O)C(=O)N(CCCn3ccnc3)C2c2ccc(N(C)C)cc2)cc1 (stereo unspecified) | -10 | -4 | 1.1 | -0.1

Outcome played no part in choosing rows; overall some 3.5% were active at least once.
